Pf Dd2 growth: inhibitors of Plasmodium falciparum Dd2 growth; P. falciparum Dd2 growth, SYBR Green, 72 h; hits give low values; activity change, % at 10 µM; 94,000 tested, 2.3% active; AID 1159554; in the data active means activity change below about -80%
KDM4C inh: inhibitors of human demethylase GASC-1 KDM4C. Q9H3R0. inhibition, % at 12.5 µM. 96,000 tested, 0.15% active. GST-KDM4C 2-372, H3K9me3 peptide, LANCE TR-FRET. AID 720574;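 active means mean replicate inhibition above about 25%, with at least 55% of replicates also reaching it, limit read from the data, passing the limit was not always enough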
Target sequence (Q9H3R0 2-372 limits assumed): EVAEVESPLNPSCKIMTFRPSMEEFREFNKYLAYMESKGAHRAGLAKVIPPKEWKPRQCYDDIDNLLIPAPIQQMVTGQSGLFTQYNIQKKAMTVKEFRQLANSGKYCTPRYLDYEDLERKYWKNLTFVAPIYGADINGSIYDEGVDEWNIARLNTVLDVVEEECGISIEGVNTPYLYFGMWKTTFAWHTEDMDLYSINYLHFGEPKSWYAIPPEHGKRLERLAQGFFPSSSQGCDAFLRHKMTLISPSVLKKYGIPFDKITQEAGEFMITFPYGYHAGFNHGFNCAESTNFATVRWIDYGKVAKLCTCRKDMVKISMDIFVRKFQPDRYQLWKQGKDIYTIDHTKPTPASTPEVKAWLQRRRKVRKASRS
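Test system: N-terminal GST-fused human GASC-1 (KDM4C) fragment, residues 2-372; quantity: GASC-1 enzyme at 10 nM final in reaction; dosing: single dose; schedule: 30 min demethylation and 1 h detection at room temperature; signal: LANCE TR-FRET, excitation 340 nm, emissions 618 and 671 nm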
T cruzi growth: T. cruzi proliferation inhibition; T. cruzi beta-gal in NIH3T3, GalScreen luminescence, 90 h; inhibition, % at 8.34 µM; 77,000 tested, 5.9% active;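 active means mean inhibition above about 93%, with at least 55% of replicates each passing it, limit read from the data, passing the limit was not always enough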
C diff growth: inhibitors of Clostridium difficile growth | Clostridium difficile clinical isolate growth, OD600, 24 h; hits give low values | growth activity, negative = inhibition, % at 16 µg/mL (by protocol) | 86,000 tested, 0.25% active;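 active means mean growth activity at or below -80% and every replicate also at or below -80%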;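 further: 0% = DMSO wells and -100% = levofloxacin 16 µg/mL wells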
An asterisk follows results filed as active; . = not tested or not shown; & = joins results of further samples.

SMILES	Pf Dd2 growth	KDM4C inh	T cruzi growth	C diff growth
O=C(Cc1ccccn1)N[C@@H]1CC[C@H](CCNS(=O)(=O)c2cccc(F)c2)O[C@@H]1CO	-5.7	2.8	-1.0	.
CCCNC(=O)C[C@H]1CC[C@@H]2[C@H](COc3ccc(NC(=O)NCC)cc3C(=O)N2C)O1	6.3	-1.5	4.0	-3.1
CN(C)C(=O)c1cccc(-c2ccc([C@H]3[C@@H](CO)N4C(=O)CN(C(=O)Cc5ccccc5)C[C@@H]34)cc2)c1	-3.2	-0.6	.	-7.6
C[C@@H]1CN([C@H](C)CO)C(=O)c2cccc(NC(=O)c3nc4ccccc4s3)c2O[C@@H]1CN(C)Cc1ccc2c(c1)OCO2	-36.1	0.1	.	.
C[C@@H]1CN([C@H](C)CO)C(=O)Cc2cc(NC(=O)CCCN(C)C)ccc2O[C@@H]1CN(C)Cc1ccc(-c2ccccc2)cc1	-28.2	.	.	-5.9
Cc1nn(C)cc1NC(=O)C[C@@H]1CC[C@@H]2[C@@H](COc3ccc(NC(=O)NC(C)C)cc3C(=O)N2C)O1	6.2	4.9	15.2	-3.2
Cc1ccccc1-c1cnc2c(c1)C(=O)N([C@H](C)CO)C[C@@H](C)[C@@H](CN(C)CC1CCOCC1)O2	37.3	2.0	84.0	3.8
O=S(=O)(c1ccccc1F)N1[C@@H]2CNC[C@H]1C2c1ccc(-c2ccncc2)cc1 (stereo partly drawn)	1.6&-8.7	2.0&-1.3	.	-4.1&-3.2
COc1ccc(CN(C)C[C@H]2OCCCC[C@@H](C)Oc3ccc(NC(=O)Nc4ccc5c(c4)OCO5)cc3C(=O)N([C@H](C)CO)C[C@@H]2C)cc1	-61.3	1.6	83.2	.
CC(C)NC(=O)N(C)C[C@H]1OCCCC[C@H](C)Oc2ccc(N(C)C)cc2C(=O)N([C@H](C)CO)C[C@@H]1C	-30.1	11.2	79.7	-0.9
O=C(C[C@@H]1CC[C@H](NS(=O)(=O)c2ccccc2)[C@@H](CO)O1)N1CCc2ccccc2C1	-4.0	2.4	14.8	-6.6
O=C(N[C@@H]1CC[C@@H](CCNC(=O)C2CCC2)O[C@H]1CO)c1ccncc1	-11.7	-1.1	.	6.6
CC(C)NC(=O)N[C@@H]1C[C@@H]2O[C@H](CO)CC[C@@H]2O[C@@H]1CCc1ccc(-c2ccc(F)cc2)cc1	-26.0	.	.	-4.7
C[C@H]1CN([C@@H](C)CO)C(=O)c2cc(NC(=O)CCCN(C)C)ccc2O[C@@H]1CN(C)S(=O)(=O)c1ccc(Cl)cc1	-34.4	6.0	23.3	-1.8
C/C=C/c1ccc2c(c1)O[C@@H](CN(C)Cc1cncnc1)[C@H](C)CN([C@@H](C)CO)S2(=O)=O	6.5	6.5	.	-2.7
C[C@@H]1CN([C@@H](C)CO)C(=O)Cc2cc(NS(=O)(=O)c3cn(C)cn3)ccc2O[C@@H]1CN(C)S(=O)(=O)c1cccs1	15.0	0.0	-2.4	-4.5
CN(C)C(=O)c1cc2c(c(-c3cccc(-c4ccccc4F)c3)n1)[C@H](CCO)N(S(C)(=O)=O)C2	-5.6	0.5	.	0.8
C[C@@H]1CN([C@H](C)CO)C(=O)c2cc(N(C)C)ccc2O[C@H]1CN(C)Cc1ccc(C(F)(F)F)cc1	-14.3	1.0	11.0	-1.4
COc1ccc(CN(C)C[C@H]2OCCCC[C@H](C)Oc3ccc(NC(=O)Nc4ccc5c(c4)OCO5)cc3C(=O)N([C@@H](C)CO)C[C@@H]2C)cc1	-50.6	1.8	105.5*	.
COCC(=O)Nc1ccc2c(c1)C(=O)N(C)C[C@H](OC)[C@H](C)CN(C(=O)CC1CC1)[C@@H](C)CO2	-19.2	0.1	-1.9	.
COc1cccc(NC(=O)N2CC(=O)N3[C@H](CO)[C@@H](c4ccc(Br)cc4)[C@@H]3C2)c1	-3.9	-0.5	.	1.8
COc1cccc(S(=O)(=O)N2CC[C@@H]3[C@H](CO)N(C)c4ccc(C#Cc5cccnc5)cc4[C@@H]32)c1	-65.0	-0.1	33.5	4.7
C[C@H]1CN([C@@H](C)CO)C(=O)c2cc(-c3cccc(F)c3)cnc2O[C@@H]1CN(C)C(=O)Nc1cc(F)ccc1F	-70.7	-0.5	55.0	-15.0
CC=Cc1ccc2n(c1=O)C[C@H]1[C@H](CO)[C@@H](C(=O)NCCc3cn(C)cn3)N(C(=O)CC)[C@@H]21 (mixture of isomers)	13.5	1.3	.	8.7
COc1ccc(S(=O)(=O)Nc2ccc3c(c2)C(=O)N([C@@H](C)CO)C[C@H](C)[C@@H](CN(C)C(=O)NC(C)C)OCCCC[C@@H](C)O3)cc1	.	-0.5	17.0	-5.0
Next records.
SMILES	Pf Dd2 growth	KDM4C inh	T cruzi growth	C diff growth
C[C@H](NC(=O)C[C@@H]1C[C@@H]2c3cc(NC(=O)C4CCOCC4)ccc3O[C@@H]2[C@@H](CO)O1)c1ccccc1	0.2	0.4	-8.1	.
Cc1noc(C)c1NC(=O)Nc1ccc2c(c1)CC(=O)N([C@H](C)CO)C[C@H](C)[C@@H](CN(C)S(=O)(=O)c1ccc(F)cc1)O2	3.1	0.6	23.4	2.8
C[C@@H]1CN([C@H](C)CO)C(=O)CCCn2nncc2CO[C@H]1CN(C)C(=O)c1ccccc1	9.7	-0.4	34.4	.
COc1ccc2c3c(n(C)c2c1)[C@H](CO)N(C(=O)c1ccccn1)CC31CN(C(=O)Cc2ccccc2)C1	-18.8	2.9	.	-4.1
C[C@@H]1CCCCO[C@@H](CN(C)S(=O)(=O)c2cccs2)[C@@H](C)CN([C@H](C)CO)C(=O)c2cc(NC(=O)CCC(F)(F)F)ccc2O1	-31.7	-0.4	64.8	-5.0
CCOC(=O)N(C)C[C@H]1OCc2ccccc2-c2c(n(C)c3ccccc23)C(=O)N([C@@H](C)CO)C[C@H]1C	8.2	-0.4	-11.5	.
C[C@@H]1CN([C@@H](C)CO)C(=O)c2cc(NC(=O)Cc3cn(C)c4ccccc34)ccc2O[C@H]1CN(C)S(=O)(=O)c1cn(C)cn1	-4.2	0.3	-148.3	.
C[C@@H]1CN([C@@H](C)CO)S(=O)(=O)c2ccc(C#CCN(C)C)cc2O[C@H]1CN(C)C(=O)CN(C)C	15.0	6.7	-1.9	-3.4
COc1ccccc1C#Cc1ccc([C@H]2[C@@H](CO)N3CCCCN(C(=O)C4CCC4)C[C@H]23)cc1	-39.6	-1.8	92.0	-1.2
CN1C(=O)c2cc(NC(=O)C3CCOCC3)ccc2OC[C@H]2O[C@@H](CC(=O)NC3CCCC3)CC[C@@H]21	11.6	-0.4	7.9	4.0
C[C@H](CO)N1C[C@H](C)[C@@H](CN(C)S(=O)(=O)c2ccccc2F)Oc2ncc(/C=C/c3ccccc3)cc2C1=O	-71.9	-3.6	125.9*	-1.1
CCCc1cn(CC[C@H]2CC[C@@H](NC(=O)C3CCOCC3)[C@@H](CO)O2)nn1	-3.1	-1.0	-34.9	-3.8
CCCNC(=O)C[C@@H]1CC[C@H]2[C@@H](COc3ccc(NC(=O)COC)cc3C(=O)N2C)O1	14.5	0.3	37.7	7.4
Cc1noc(C)c1NC(=O)N(C)C[C@@H]1Oc2ncc(C#CC(C)C)cc2C(=O)N([C@H](C)CO)C[C@H]1C	-10.1	1.4	45.3	4.3
C[C@@H]1CN([C@@H](C)CO)C(=O)CCCn2cc(nn2)CO[C@H]1CN(C)S(=O)(=O)c1ccc(-n2cccn2)cc1	26.4	-0.1	.	-0.9
C[C@H]1CN([C@@H](C)CO)C(=O)c2cc(NS(=O)(=O)c3cccs3)ccc2O[C@@H]1CN(C)CC1CCCCC1	33.2	-0.3	8.0	0.9
O=C(O)C[C@H]1C[C@@H]2c3cc(NS(=O)(=O)c4ccccc4)ccc3O[C@@H]2[C@@H](CO)O1	24.5	0.3	8.7	-0.1
C[C@@H]1CN([C@@H](C)CO)C(=O)Cc2cc(NC(=O)Cc3cn(C)c4ccccc34)ccc2O[C@@H]1CN(C)Cc1ccc(Oc2ccccc2)cc1	-41.3	-1.9	41.0	-4.7
CCCN(C)C[C@@H]1Oc2cc(C#CC(C)C)ccc2S(=O)(=O)N([C@@H](C)CO)C[C@@H]1C	-27.3	0.0	46.2	7.0
O=C(C[C@H]1C=C[C@H](NC(=O)C2CC2)[C@H](CO)O1)NC1CCC1	27.9	4.7	-36.1	.
CCCC#Cc1ccc2c(c1)O[C@@H](CN(C)C)[C@@H](C)CN([C@@H](C)CO)S2(=O)=O	-65.4	-0.2	57.0	-1.4
COCC#Cc1ccc2c(c1)O[C@@H](CN(C)S(=O)(=O)c1ccc(F)cc1)[C@H](C)CN([C@H](C)CO)S2(=O)=O	-28.2	-2.9	37.0	8.0
CCNC(=O)[C@H]1[C@H](CO)[C@H]2Cn3c(ccc(-c4ccccc4)c3=O)[C@H]2N1C(=O)C1CC1	10.3	-0.4	54.2	-2.3
C[C@@H]1CN([C@H](C)CO)C(=O)c2ccccc2-c2ccccc2CO[C@@H]1CN(C)S(=O)(=O)c1cccc(F)c1	37.0	-0.1	-5.9	3.9
C[C@@H]1CN([C@@H](C)CO)S(=O)(=O)c2ccc(C#Cc3cccnc3)cc2O[C@@H]1CN(C)C(=O)C1CC1	5.7	10.5	47.0	-1.1

Rewritten with values under each structure: part of the list above.
Order of values – Pf Dd2 growth, KDM4C inh, T cruzi growth, C diff growth
- C[C@@H]1CN([C@@H](C)CO)C(=O)c2cc(NC(=O)Cc3cn(C)c4ccccc34)ccc2O[C@H]1CN(C)S(=O)(=O)c1cn(C)cn1
  -4.2, 0.3, -148.3, .
- CCCc1cn(CC[C@H]2CC[C@@H](NC(=O)C3CCOCC3)[C@@H](CO)O2)nn1
  -3.1, -1.0, -34.9, -3.8

Next part.
SMILES	Pf Dd2 growth	KDM4C inh	T cruzi growth	C diff growth
O=C(C[C@H]1C[C@H]2c3cc(NC(=O)Nc4ccc(C(F)(F)F)cc4)ccc3O[C@H]2[C@H](CO)O1)NCCc1ccccc1	-14.6	-3.4	86.2	9.0
CCCNC(=O)N(C)C[C@@H]1Oc2cc(C#C[C@@H](C)O)ccc2S(=O)(=O)N([C@H](C)CO)C[C@H]1C	27.8	-4.4	10.6	-2.7
Cc1noc(C)c1NC(=O)N(C)C[C@@H]1Oc2ccc(NS(=O)(=O)c3ccccc3)cc2CC(=O)N([C@@H](C)CO)C[C@@H]1C	16.7	-0.7	9.7	-6.8
CC(C)NC(=O)Nc1ccc2c(c1)CC(=O)N([C@H](C)CO)C[C@@H](C)[C@@H](CN(C)S(=O)(=O)c1cccs1)O2	-13.2	-0.7	60.9	-1.9
CCCNC(=O)N1CC2(C1)[C@H](c1ccccc1)[C@H](CO)N2Cc1cccc(F)c1	28.7	1.0	.	-4.7
Cn1cnc(S(=O)(=O)N2C[C@H](O)COC[C@@H]3O[C@H](CC(=O)NCc4cc(F)cc(F)c4)CC[C@H]32)c1	6.1	-0.3	14.3	.
O=C(C[C@@H]1CC[C@@H](NC(=O)Nc2ccccc2F)[C@@H](CO)O1)NCc1ccccc1	-25.5	-1.4	3.1	-3.8
C[C@H](CO)N1C[C@H](C)[C@@H](CN(C)Cc2ccc(C(F)(F)F)cc2)Oc2ccc(NC(=O)Nc3ccc(C(F)(F)F)cc3)cc2CC1=O	-79.3	-0.9	29.4	11.2
C/C=C/c1ccc([C@H]2[C@@H](CO)N3CCCCN(C(=O)NC4CCCC4)C[C@H]23)cc1	5.5	1.6	48.6	25.0
COc1cccc(NC(=O)C[C@H]2CC[C@H]3[C@H](COc4ccc(NC(=O)C5CCC5)cc4C(=O)N3C)O2)c1	22.7	1.5	.	-6.5
Cc1ccc(S(=O)(=O)NCC[C@H]2CC[C@H](NC(=O)Nc3cccc(F)c3)[C@H](CO)O2)cc1	5.0	0.0	13.9	-4.5
C[C@@H]1CCCCO[C@H](CN(C)S(=O)(=O)c2ccc(Cl)cc2)[C@H](C)CN([C@@H](C)CO)C(=O)c2cc(NC(=O)CCCN(C)C)ccc2O1	-76.9	2.3	32.8	-7.9
C[C@@H]1CCCCO[C@@H](CN(C)S(=O)(=O)c2ccccc2)[C@@H](C)CN([C@@H](C)CO)C(=O)c2cc(N(C)C)ccc2O1	-51.5	2.0	85.6	-8.3
COCC(=O)N1CC(=O)N2[C@H](CO)[C@@H](c3ccc(C#CC4CCCCC4)cc3)[C@@H]2C1	2.8	4.5	.	-23.6
CC(C)NC(=O)N(C)C[C@H]1Oc2ccc(NC(=O)Nc3ccccc3)cc2C(=O)N([C@H](C)CO)C[C@H]1C	13.8	-0.6	-10.5	-4.0
COc1ccc(S(=O)(=O)N(C)C[C@H]2Oc3ccc(NC(=O)Nc4cccc5ccccc45)cc3C(=O)N([C@H](C)CO)C[C@@H]2C)cc1	-29.6	8.5	-41.7	-0.5
COc1ccc2c3c(n(C)c2c1)[C@H](CO)N(C(=O)Nc1ccc(F)cc1)CC31CN(C)C1	-77.2	0.5	.	-7.5
COc1ccc2c3c([nH]c2c1)[C@H](CO)N(C(=O)CN(C)C)CC31CN(Cc2ccncc2)C1	-32.4	1.3	.	3.9

A draw from above in order of formula weight, falling.
SMILES	Pf Dd2 growth	KDM4C inh	T cruzi growth	C diff growth
C[C@@H]1CCCCO[C@@H](CN(C)S(=O)(=O)c2ccccc2)[C@@H](C)CN([C@@H](C)CO)C(=O)c2cc(N(C)C)ccc2O1	-51.5	2.0	85.6	-8.3
COc1ccc2c3c([nH]c2c1)[C@H](CO)N(C(=O)CN(C)C)CC31CN(Cc2ccncc2)C1	-32.4	1.3	.	3.9
COc1ccc2c3c(n(C)c2c1)[C@H](CO)N(C(=O)Nc1ccc(F)cc1)CC31CN(C)C1	-77.2	0.5	.	-7.5
